From PubChem
HEK293 viab: counter-screen for SNCA expression inhibitors: cell viability; HEK-293-SNCA-luc viability, GF-AFC fluorescence, 24 h; AID 1671193; hit rate 0.12% among 150,000; Potency, µM (highest dose often 57.1 µM), without a hit: at the top dose activity change, negative = cytotoxicity, actives largely listed as cytotoxic;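 further: potency means the concentration at half of the fitted maximal effect; 0% = DMSO-treated cells and -100% = medium-only wells without cells; nearly all actives have a fitted effect of over 30% in size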
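Cytotoxicity counterscreen: after 24 h compound treatment of genome-edited SNCA-luciferase HEK-293 cells, live-cell protease substrate GF-AFC read by fluorescence after 30 min; activity scaled between DMSO (0%) and medium-only (-100%), curves Hill-fitted.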
GPT2 inhibitor: GPT2 alanine aminotransferase inhibition; Q8TD30; Recombinant GPT2, coupled pyruvate oxidase/HRP Amplex Red fluorescence; Potency, µM (highest dose often 57.7 µM), without a hit: at the highest dose activity change, negative = inhibition, hits mostly inhibitors; hit rate 0.25% among 100,000; AID 1671188; further: potency means the concentration at half of the fitted maximal effect; nearly all actives have a fitted effect of over 60% in size; many of its hits are not listed in these tables
Target sequence (Q8TD30 whole entry, looked up): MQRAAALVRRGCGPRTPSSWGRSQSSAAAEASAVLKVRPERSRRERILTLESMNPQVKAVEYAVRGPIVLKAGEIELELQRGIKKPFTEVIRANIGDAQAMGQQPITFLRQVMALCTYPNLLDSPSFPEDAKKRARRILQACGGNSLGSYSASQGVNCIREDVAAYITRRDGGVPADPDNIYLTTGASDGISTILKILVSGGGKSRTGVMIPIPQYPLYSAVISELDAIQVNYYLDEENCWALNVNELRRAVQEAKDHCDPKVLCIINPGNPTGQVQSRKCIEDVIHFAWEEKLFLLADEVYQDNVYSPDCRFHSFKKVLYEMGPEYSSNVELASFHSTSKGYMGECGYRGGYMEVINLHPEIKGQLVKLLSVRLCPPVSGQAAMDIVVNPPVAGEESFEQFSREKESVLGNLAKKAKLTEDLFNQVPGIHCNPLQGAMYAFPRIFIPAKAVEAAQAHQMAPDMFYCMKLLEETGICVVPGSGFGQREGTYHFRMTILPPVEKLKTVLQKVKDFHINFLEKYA
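GPT2 10ng/uL, a-KG 250uM, L-Ala 2mM, HEPES pH7.5 + 0.0001% Tween; 30 min RT. Then Amplex mix (PO/HRP/ThPP), 30 min RT dark, fluorescence. AOA 50uM used as positive control.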
3T3 cytotox: cytotoxic compounds in NIH 3T3 cells; NIH 3T3 viability, CellTiter-Glo ATP luminescence, 48-72 h; Potency, µM (highest dose often 96.7 µM), for inactives: at the top dose activity change, negative = cytotoxicity, hits mostly inhibitors; hit rate 4.3% among 94,000; AID 1345082; further: potency means the concentration at half of the fitted maximal effect; nearly all actives have a fitted effect of over 55% in size
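Cells were seeded at 400 per well, treated with pin-transferred compound, and kept 48 or 72 hr at 37 °C before CellTiter-Glo addition and luminescence imaging of cellular ATP.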
SNCA expr inhib: SNCA gene expression inhibition; HEK-293 SNCA-luciferase knock-in, luminescence, 24 h; Potency, µM (top dose mostly 57.2 µM), inactives show top-dose activity change, negative = inhibition, actives largely listed as inhibitors; hit rate 0.17% among 140,000; AID 1671194;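 further: potency means the concentration at half of the fitted maximal effect; plate controls were DMSO cells for no effect and cell-free wells for full effect; nearly all actives have a fitted effect of over 45% in size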
HEK293 tox: HEK 293 cell cytotoxicity; hit rate 6.6% among 94,000; Potency, µM (titrated, usually from 115 µM), for the others: top-dose activity change, negative = cytotoxicity, actives largely listed as inhibitors; HEK 293 viability, ATP luminescence (CellTiter-Glo), 48-72 h; further: potency means the concentration at half of the fitted maximal effect; nearly all actives have a fitted effect of over 60% in size
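ATP-coupled CellTiter-Glo luminescence served as viability read-out, recorded 10 min after reagent addition at room temperature. HEK 293 cells, 250 cells/well, had been incubated with pintool-transferred compound for 48 or 72 hr at 37 degree Celsius.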
IP6K1 inhibitor: blocks human inositol hexakisphosphate kinase 1; AID 1645851; hit rate 0.81% among 140,000; Q92551; activity change, % (series mostly up to about 58 µM); IP6K1 kinase, ADP-Glo luminescence, 2 h; stronger effect = lower value; in the data active means activity change below about -25%
Target sequence (Q92551 whole entry, looked up): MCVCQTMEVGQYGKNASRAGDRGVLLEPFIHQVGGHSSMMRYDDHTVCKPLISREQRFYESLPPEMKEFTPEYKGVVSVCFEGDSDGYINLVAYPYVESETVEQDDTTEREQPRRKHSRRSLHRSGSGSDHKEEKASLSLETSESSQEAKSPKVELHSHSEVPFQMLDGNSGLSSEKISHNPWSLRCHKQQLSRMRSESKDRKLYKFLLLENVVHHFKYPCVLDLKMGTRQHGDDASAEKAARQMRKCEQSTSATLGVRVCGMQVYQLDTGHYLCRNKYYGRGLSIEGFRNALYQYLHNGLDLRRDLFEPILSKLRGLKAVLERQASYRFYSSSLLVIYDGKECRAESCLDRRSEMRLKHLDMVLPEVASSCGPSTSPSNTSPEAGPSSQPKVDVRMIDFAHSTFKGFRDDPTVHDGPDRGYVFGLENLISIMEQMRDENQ
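ADP-Glo luminescence measures ADP made by human IP6K1 during a 2 h RT reaction with ATP/IP6 (mix at 1.3 mM/130 uM); top library doses 57.5 and 19.1 uM final.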
FLuc inh: Photinus pyralis luciferase inhibition; P08659; purified P. pyralis luciferase, luminescence, biochemical; Potency, µM (doses to about 115 µM), without a hit: top-dose activity change, negative = inhibition, most hits filed as inhibitors; hit rate 2.5% among 76,000; AID 1347043; further: potency means the concentration at half of the fitted maximal effect; nearly all actives have a fitted effect of over 65% in size
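Cell-free enzyme assay, 10nM P. pyralis luciferase, luciferin and ATP each at 10uM. Inhibition profiled over a 6-point titration, read as luminescence.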
Active calls of the source: *; i = inactive; ? = inconclusive; · = no result given; [ ] = another dose, or the depositor's remark. Unless noted, the call rests on the fitted dose curve; in most records, active means well fitted curve in the direction sought with a large enough effect; inconclusive means small, poorly fitted or top-dose-only effect, or another doubt; inactive means no such curve, though single readings can be large; an effect the other way counts as inactive or inconclusive. Unless noted, on the % scale 0 is the no-effect control and ±100 the full control effect.

SMILES	HEK293 viab	GPT2 inhibitor	3T3 cytotox	SNCA expr inhib	HEK293 tox	IP6K1 inhibitor	FLuc inh
COc1ccc(-n2nc(C3CCN(Cc4cccc5ccccc45)CC3)[nH]c2=O)cc1	-23%	?	?	-12%	?	10	0%
CCN(CC)CCNC(=O)c1ccc2c(c1)NC(=O)C(CS(=O)(=O)Cc1cccc(Br)c1)N2 (configuration not stated)	-4%	·	·	3%	·	4	·
CC(C(=O)NC1CCCC1)[C@@H]1CC[C@@]2(C)CC[C@H](N[S+](C)(=O)[O-])[C@@H](C)[C@@H]2[C@H]1O (some centres not stated)	4%[87.6 µM]	-1%[88.5 µM]	-5%[138 µM]	10%[87.6 µM]	-8%[172 µM]	-5	6%[172 µM]
O=S(=O)(NCC1(COc2ccccc2)C[C@@H](O)[C@@H](O)C1)c1ccc(F)cc1 (some centres not stated)	2%[87.6 µM]	-1%[88.5 µM]	-20%[138 µM]	-3%[87.6 µM]	-17%[172 µM]	9	2%[172 µM]
Cc1[nH]ncc1CNC(=O)CN1CCCc2nc(-c3ccccc3)ncc2C1=O	-9%	i	-15%	-26%	-15%	4	-1%
COc1ccccc1C(=O)N1CCCN(CCn2nc3n(c2=O)CCCC3)CC1	·	·	-19%	·	-8%	21	·
CCN1CCN(c2cc(C)c3cc(NC(=O)c4cc(OC)c(OC)c(OC)c4)ccc3n2)CC1	-22%	·	·	113%[activator]	·	19	·
Cc1ccc(-c2nc3c4ccccc4n(CC(=O)N4CCN(c5ccc(F)cc5)CC4)c(=O)n3n2)cc1	3%	·	·	30%	·	-20	·
O=C1CN(C(=O)c2ccc(S(=O)(=O)N3CCCC3)cc2)C(c2ccccc2)c2cc(Cl)ccc2N1 (configuration not stated)	-10%	·	·	?	·	-13	·
CC(C)(O)c1ccc2c(c1)C(O)C[C@H]1[C@](C)(C(=O)O)CCC[C@]21C (some centres not stated)	-5%	4%[27.3 µM]	·	·	·	6	·
Cc1cn2nc(C(=O)Nc3cccc(F)c3)cc2c(N(C)Cc2ccccc2)n1	-5%	i	-32%	-1%	?	-9	-5%
Cc1ccc2nc(CO[C@H]3CN(Cc4ccccc4)C[C@H]3F)[nH]c2c1	-10%[87.6 µM]	2%[88.5 µM]	?	15%[87.6 µM]	?	-6	-26%[172 µM]
Cc1ccc(NC(=O)c2oc3ccc(S(=O)(=O)N4CCCCC4)cc3c2C)cc1Cl	-5%	·	·	-28%	·	26	·
Cc1ccccc1CNC(=O)Cn1c(=O)c2cccn2c2cccnc21	-4%	·	·	-1%	·	-3	·
CCCn1ccc2sc(C)c(C(=O)NCc3ccc(C)cc3)c2c1=O	-5%	i	-8%	3%	-21%	20	-9%
CC(C)C(=O)N1CCN(c2nc3c(s2)CC(C(=O)NCCc2cccs2)CC3)CC1 (configuration not stated)	-4%	i	-23%	87%[activator]	79µM*	16	11%
O=C(c1n[nH]c2c1CCCC2)N1CCC2(CC1)N=C(c1ccccc1)NO2	-6%	i	-16%	89%[activator]	?	-5	28µM*
Cc1cccc(Nc2nnc(-c3ccc(C)c(S(=O)(=O)N4CCCCC4)c3)c3ccccc23)c1	4%	·	·	12%	·	16	·
CC1(C(=O)Nc2cccc(Cl)c2)CCCCC(=O)N1 (configuration not stated)	-6%	-6%	i	-20%	16%	12	10%
COc1ccc(/C=C/C(=O)Nc2ccc3nc(N4CCC(C)CC4)cc(C)c3c2)cc1OC	-15%	·	·	-12%	·	5	·
O=C(CS(=O)(=O)c1cccc2nsnc12)Nc1cc(F)ccc1F	6%	·	·	8%	·	-6	·
CCOc1ccccc1CNC(=O)c1c(C)sc2ccn(CC(C)C)c(=O)c12	3%	-1%	?	?	?	7	0%
Fc1ccccc1-c1nnc([C@H]2CCN(Cc3cccc(OC(F)(F)F)c3)C2)o1	1%[87.6 µM]	-2%[88.5 µM]	?	?	112µM*	-2	0%[172 µM]
Cc1nc2c(c(-c3ccc(O)cc3)n1)CN(C(=O)Cc1ccccn1)CCC2	15%	i	i	2%	i	-1	-1%
CCCNC(=O)[C@H]1CCC[C@H]1NC(=O)c1ccncc1	3%	0%	-6%	3%	-2%	6	0%
Cc1cnc(C(=O)NCC2CCCCC(=O)N2)cn1 (configuration not stated)	4%	i	i	4%	i	-1	0%
COc1cccc(CN2Cc3cc(NC(=O)c4cc(OC)cc(OC)c4)ccc3OCC2=O)c1	6%	0%	?	-11%	?	-10	0%
Cc1cn2nc(C(=O)N3CCC(NC(=O)c4ccoc4)CC3)cc2c(=O)[nH]1	1%	i	2%	1%	7%	3	-10%
COc1ccc(-c2cccc(C(=O)NCC3CC3)c2)nn1	·	·	?	·	-17%[172 µM]	27	·
Cc1nc2c(c(-c3ccc(O)cc3)n1)CN(CC1CC1)CCC2	8%[87.6 µM]	0%[88.5 µM]	-29%[138 µM]	-22%[87.6 µM]	-15%[172 µM]	9	-2%[172 µM]
N#Cc1cccc(CN[C@@H]2CO[C@H](CNC(=O)c3cccs3)[C@H]2O)c1	3%[87.6 µM]	-5%[88.5 µM]	i	-10%[87.6 µM]	i	-4	6%[172 µM]
CC(C)(C)C1CCC2(CC1)NC(=O)N(CC(=O)N1CCCCC1)C2=O (configuration not stated)	-4%	i	2%	-24%	?	-2	7%
COc1cccc(C2CCCCN2Cc2nc(CCc3ccccc3)no2)c1 (configuration not stated)	2%	-19%	-28%	33%[activator]	-24%	1	-1%
COc1ccc2c(c1)c1c(c(=O)n(Cc3ccccc3)c(=O)n1CC(=O)Nc1cc(C)cc(C)c1)n2C	2%	·	·	20%	·	13	·
CC1=C[C@@H](CNC(=O)c2cnccn2)[C@H](C(C)C)C[C@H]1Cc1nc2ccc(F)cc2[nH]1	?	i	112µM*	-22%[87.6 µM]	71µM*	0	-2%[172 µM]
Cc1c(O)cccc1C(=O)N[C@@H](CSc1ccccc1)[C@H](O)CN1C[C@H]2CCCC[C@H]2C[C@H]1C(=O)NC(C)(C)C	-48%[23.9 µM]	-7%	·	-49%[25.6 µM]	·	21	·
COc1ccc(-c2[nH]ncc2CNC(=O)[C@H]2CCC[C@@H](O)C2)cc1	4%	-3%	-7%	?	-10%	11	-5%
COCc1nc2nc(-c3ccccc3)c(-c3ccc(OC)nc3)cc2n1C	3%[87.6 µM]	2%[88.5 µM]	-27%[138 µM]	-16%[87.6 µM]	?	19	-23%[172 µM]
O=C(O)COc1ccc(-c2nccc3c2C(=O)N(Cc2cccc(C(F)(F)F)c2)CC(CNC(=O)C2CCOCC2)O3)cc1 (configuration not stated)	?	-9%	?	?	?	1	-4%
O=C(c1cccc(Cl)c1)N1CCC(C(=O)N2CCCC(c3nc4ncccc4[nH]3)C2)CC1 (configuration not stated)	3%	i	?	-25%	-2%	-4	·
COC1=CC(=O)O/C1=C(/OC)[C@@H]1O[C@H]1c1ccccc1	-25%	i	·	·	·	28	·
COc1ccc(OC)c(NC(=O)Cn2c(-c3cccc(Cl)c3)nc(C)c(CCO)c2=O)c1	-12%	?	?	-25%	?	-5	-8%
O=C(CCc1ccccc1)N(Cc1cccnc1)c1nc2c(F)cccc2s1	-11%	·	·	?	·	7	·
CC1=C[C@@H](CN2CCC(O)CC2)[C@H](C(C)C)C[C@H]1Cc1nnc(-c2ccccc2F)o1	-25%[87.6 µM]	1%[88.5 µM]	112µM*	-3%[87.6 µM]	?	16	-10%[172 µM]
CN(Cc1ccccc1)C(=O)[C@@H]1CN(S(C)(=O)=O)C[C@H]1c1ccncc1	8%	i	0%	31%[activator]	i	-13	12%
CN(C)c1ccc(C(=O)NCc2ccc3c(c2)CCN3C(=O)c2ccccc2)cc1	11%	·	·	-2%	·	-12	·
CC(C)Oc1ccc(CNC(=O)c2noc(-c3ccccc3F)n2)cc1	12%	i	-28%	19%	?	8	?
CC(C)NC(=O)N1CCCC1C(=O)N1CCCC(c2nc3ncccc3[nH]2)C1 (configuration not stated)	11%	4%	-13%	-1%	-1%	8	·
CCc1nc(-c2c3n(c(=O)n(CC(=O)Nc4ccccc4OC)c2=O)CCCC3)no1	-3%	i	-4%	?	2%	19	-3%
COc1cccc(CN2CC(C(=O)NCc3n[nH]c(=O)[nH]3)CCC2=O)c1 (configuration not stated)	1%	-7%	-3%	-17%	3%	7	13%
CO[C@H]1C(=O)N(C2CCN(C(=O)c3cnc(C)cn3)CC2)[C@H]1c1ccncc1	3%	0%	2%	?	i	15	4%
COc1cccc(CNC(=O)COc2ccc(NC(=O)C3CC3)cn2)c1	6%	i	i	-26%	0%	3	2%
C=C(C)C(=O)OC1CC2(C)OC(=CC2=O)C(=C)CC2OC(=O)C(=C)C12 (configuration not stated)	12µM*	?	·	·	·	-11	·
O=C(NC1CC(=O)N(c2ccc(Cl)cc2)C1)c1ccc(S(=O)(=O)N2CCOCC2)cc1 (configuration not stated)	14%	·	·	12%	·	14	·
Cc1noc2c(N3CCN(Cc4ccccc4)CC3)cc(-c3cccnc3)nc12	?	?	?	-43%[87.6 µM]	63µM*	22	12%[172 µM]

Reprinted at random: 7 compounds from above, in no set order.
SMILES	HEK293 viab	GPT2 inhibitor	3T3 cytotox	SNCA expr inhib	HEK293 tox	IP6K1 inhibitor	FLuc inh
Cc1noc2c(N3CCN(Cc4ccccc4)CC3)cc(-c3cccnc3)nc12	?	?	?	-43%[87.6 µM]	63µM*	22	12%[172 µM]
CO[C@H]1C(=O)N(C2CCN(C(=O)c3cnc(C)cn3)CC2)[C@H]1c1ccncc1	3%	0%	2%	?	i	15	4%
COc1cccc(CNC(=O)COc2ccc(NC(=O)C3CC3)cn2)c1	6%	i	i	-26%	0%	3	2%
CCc1nc(-c2c3n(c(=O)n(CC(=O)Nc4ccccc4OC)c2=O)CCCC3)no1	-3%	i	-4%	?	2%	19	-3%
O=C(NC1CC(=O)N(c2ccc(Cl)cc2)C1)c1ccc(S(=O)(=O)N2CCOCC2)cc1 (configuration not stated)	14%	·	·	12%	·	14	·
C=C(C)C(=O)OC1CC2(C)OC(=CC2=O)C(=C)CC2OC(=O)C(=C)C12 (configuration not stated)	12µM*	?	·	·	·	-11	·
COc1cccc(CN2CC(C(=O)NCc3n[nH]c(=O)[nH]3)CCC2=O)c1 (configuration not stated)	1%	-7%	-3%	-17%	3%	7	13%
